Screens as filed in PubChem BioAssay.
Mac1 fbg inh: inhibitors of human CD11b/CD18 binding to fibrinogen; K562 CD11b/CD18 adhesion to fibrinogen, ATPlite luminescence; Mn2+ added to activate the integrin; inhibition, % at 10 µM; hit rate 0.54% among 93,000;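 active = primary inhibition of 50% or more at 10 µM, then 40% or more on retest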; also: some results filed as inactive read as strong as hits
CYP2C19 inhib: blocks human cytochrome P450 2C19; P33261; CYP2C19 Supersomes, luciferin-H EGE luminescence, 30 min; inhibition, % at 5 µM; hit rate 21% among 96,000; AID 778;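 active = CYP2C19 inhibition above a set limit at 5 µM in the primary screen, cut at about 50% in these data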;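 also: plate controls were negative control wells for no effect and 2.5 mM tranylcypromine positive control for full effect; values of inactives mirror those of a sister screen read the other way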
Target sequence (P33261 whole entry, looked up): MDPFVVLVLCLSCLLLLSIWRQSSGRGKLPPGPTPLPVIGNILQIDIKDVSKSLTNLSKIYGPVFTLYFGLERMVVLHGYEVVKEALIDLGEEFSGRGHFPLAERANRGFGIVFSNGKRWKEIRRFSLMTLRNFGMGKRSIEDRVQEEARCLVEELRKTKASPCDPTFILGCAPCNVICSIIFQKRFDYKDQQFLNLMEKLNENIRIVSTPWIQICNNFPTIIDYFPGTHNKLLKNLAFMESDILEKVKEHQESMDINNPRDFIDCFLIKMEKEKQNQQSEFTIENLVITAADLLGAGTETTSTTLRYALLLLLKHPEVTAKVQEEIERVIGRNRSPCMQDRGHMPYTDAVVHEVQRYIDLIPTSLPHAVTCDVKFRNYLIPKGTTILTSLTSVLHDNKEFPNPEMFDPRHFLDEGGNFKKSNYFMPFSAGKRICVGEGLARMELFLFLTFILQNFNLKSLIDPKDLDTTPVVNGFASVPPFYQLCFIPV
CYP2C9 inhib: blocks human cytochrome P450 2C9; AID 777; hit rate 20% among 96,000; CYP2C9 Supersomes, luciferin-H conversion, luminescence; inhibition, % at 5 µM;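 active = blocking of liver enzyme CYP2C9 beyond about 50% at 5 µM, limit read from the data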; also: values of inactives mirror those of a sister screen read the other way
Target sequence (P11712 whole entry, looked up): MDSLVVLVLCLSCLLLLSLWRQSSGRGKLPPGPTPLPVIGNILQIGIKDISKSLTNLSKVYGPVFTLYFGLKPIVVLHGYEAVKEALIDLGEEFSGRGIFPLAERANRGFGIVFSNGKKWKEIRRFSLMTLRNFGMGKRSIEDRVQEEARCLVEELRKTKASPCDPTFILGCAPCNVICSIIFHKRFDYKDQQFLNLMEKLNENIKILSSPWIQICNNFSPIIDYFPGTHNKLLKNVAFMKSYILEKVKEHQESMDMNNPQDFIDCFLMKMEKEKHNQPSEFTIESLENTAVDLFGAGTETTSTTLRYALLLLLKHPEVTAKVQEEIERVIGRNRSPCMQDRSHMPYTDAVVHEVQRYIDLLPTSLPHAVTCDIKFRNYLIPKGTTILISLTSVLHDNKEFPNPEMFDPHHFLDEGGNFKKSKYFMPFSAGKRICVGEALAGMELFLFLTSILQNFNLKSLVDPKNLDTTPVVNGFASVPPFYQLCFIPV
MT1-MMP txn act: MT1-MMP promoter transcription activation | HT1080 MT1-MMP promoter luciferase reporter, luminescence, overnight; hits give high values | AID 750 | activation factor at 10 µM | hit rate 0.16% among 86,000;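 active = activation factor of at least 2 for MT1-MMP transcription at 10 µM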
CD11b adhes enh: CD11b/CD18-fibrinogen binding enhancement. K562 CD11b/CD18 adhesion to fibrinogen, ATPlite luminescence. hit rate 0.07% among 93,000. AID 1499. activation, % at 10 µM;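 active = 10 µM primary screen giving 50% or more activity, confirmed by 40% or more on retest at that dose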; also: strong numbers were not always called active; reference of the scale not given here
CYP2C9 activ: CYP2C9 (human) activation; P11712; recombinant CYP2C9, luciferin-H conversion, luminescence; hits give high values; factor 1 = untreated enzyme, 0 = blocked; activation factor at 5 µM; hit rate 1.4% among 96,000; AID 1024;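 active = activation factor of 2 or more for CYP2C9 at a 5 µM dose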;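 also: 0 = sulfaphenazole-blocked wells and 1 = vehicle-only wells; values of inactives mirror those of a sister screen read the other way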
CYP2C19 act: cytochrome P450 2C19 (human) activation | 96,000 tested, under 10 active | recombinant CYP2C19, luciferin-H EGE luminescence; hits give high values; 0 = fully inhibited enzyme, 1 = untreated enzyme | activation factor at 5 µM | AID 1025 | P33261;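 active = activation factor of at least 2 at 5 µM in the primary screen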;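 also: 0 = wells with 2.5 mM tranylcypromine and 1 = vehicle-only wells; values of inactives mirror those of a sister screen read the other way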
Pyk2 oligo antag: blocks oligomerization of human Pyk2 in cells | Q293 cells, Pyk2 FERM NanoBiT luminescence; hits give low values | hit rate 0.83% among 99,000 | z-score (the deposit names both 25 µM and 10 µM) | Q14289;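 active = Z-score of -3 or lower, scaled per plate to the spread of control and sample wells; inactive = z-score above -3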;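 also: negative z-score means lost luminescence so less FERM oligomerization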
PLAP act: activates human placental alkaline phosphatase | activation fold at 20 µM | P05187 | purified PLAP enzyme, luminescent substrate read-out; hits give high values | hit rate 1.2% among 96,000; in the data active = activation fold above about 2
Active calls of the source: *; x = no result given.

cpd	CYP2C19 inhib	MT1-MMP txn act	Pyk2 oligo antag	CYP2C9 inhib	PLAP act	CD11b adhes enh	CYP2C9 activ	CYP2C19 act	Mac1 fbg inh	compound
1	17	1.2	1.4	22	1.7	5	0.8	0.8	4	CCN(CC)CCCN=Cc1c(O)n(Cc2ccccc2)c(=O)c2ccccc12
2	2	1	0.33	-4	0.9	-1	1	1	-14	CCOCCCNC(=O)C(C)NS(=O)(=O)c1ccc(C)cc1 (centres undefined)
3	62*	1.1	-1.6	86*	1.4	1	0.1	0.4	-32	CCOC(=O)c1c(N)sc(C(O)(C(F)(F)F)C(F)(F)F)c1-c1ccc(Cl)cc1
4	96*	x	-0.09	79*	1.1	7	0.2	0	6	CC(NC(=O)CCc1ccc(S(=O)(=O)NC2CCCCC2)cc1)c1ccccc1 (centres undefined)
5	11	1.1	0.61	-7	0.9	-2	1.1	0.9	-18	O=C(NCCO)C(c1ccccc1)c1ccccc1
6	47	1.1	0.67	80*	1.2	x	0.2	0.5	x	COc1ccccc1N1CCN(C(=O)CCNS(=O)(=O)c2ccc(Br)s2)CC1
7	16	x	-0.66	-9	0.9	-8	1.1	0.8	0	COc1ccc(-c2csc(Nc3cccnc3)n2)cc1
8	25	1.2	-0.66	15	1	74	0.8	0.8	-50	O=C(COC(=O)c1cnccn1)Nc1ccc2c(c1)OCO2
9	8	1	-1.5	-8	1.1	4	1.1	0.9	17	COc1ccccc1N1CCN(c2nnc(-c3ccc(F)cc3)c3ccccc23)CC1
10	-8	1.5	1.1	40	1	4	0.6	1.1	-1	CNC(=O)COC(=O)c1[nH]c(C)c(C(C)=O)c1C
11	25	1.3	-0.62	22	0.7	4	0.8	0.7	14	Cc1cc(C)cc(N=c2c([N+](=O)[O-])nn(-c3cccc(Cl)c3)n2O)c1
12	19	x	-0.26	-3	1.5	x	1	0.8	x	O=C(NNC(=O)c1cccs1)Nc1cccc(Cl)c1
13	89*	1.1	0.97	68*	1	-1	0.3	0.1	-11	O=C(CSc1nc2ccccc2o1)NCCOc1ccccc1
14	4	x	1.4	96*	1	-4	0	1	-2	O=C(CCC(=O)OCc1cccc(C(=O)Oc2ccccc2)c1)Nc1cccc2ccccc12
15	44	1.1	-0.58	11	1.4	2	0.9	0.6	6	CCn1c(COc2ccccc2C)nnc1SCC(=O)NCc1ccccc1
16	22	1	-0.95	83*	1.1	0	0.2	0.8	-9	COC(=O)C1=C(C)NC(C)=C(C(=O)OC)C1c1ccccn1
17	10	1.2	0.97	-14	0.9	-1	1.1	0.9	34	Cc1ccc(S(=O)(=O)Cc2cn3cccnc3n2)cc1
18	5	1	x	24	0.8	30	0.8	1	0	COc1ccccc1NC(=O)c1ccc(S(=O)(=O)N2CCCC2)cc1
19	12	1	1.7	15	0.9	-2	0.9	0.9	2	CN1CCOCCOCCN(C)C(=O)N2CCOCCOCCN(CCOCC2)C1=O
20	57*	x	0.14	31	1	x	0.7	0.4	x	O=C(/C=C\Nc1ccc2c(c1)OCO2)c1ccccn1
21	1	1.6	-0.5	7	0.8	-2	0.9	1	-2	CCc1ccc(C(=O)c2cncc(Br)c2)cc1
22	25	1.3	-2.1	69*	1.1	x	0.3	0.8	x	CCN(CC)S(=O)(=O)c1ccc2oc(SCc3ccc(F)cc3)nc2c1
23	2	x	-0.4	1	1	-2	1	1	8	CCCSc1cc(=O)n(-c2ccccc2)nc1C(=O)OCC
24	65*	1.1	-0.17	66*	1.2	0	0.3	0.3	2	COC(=O)c1c(NC(=O)CSc2nnnn2C)sc(C)c1C
25	-4	1.4	0.26	23	0.9	3	0.8	1	7	CCOC(=O)c1ccccc1NC(=O)c1nc2nccc(C)n2n1
26	25	1.2	1.2	9	1.2	-2	0.9	0.8	11	CCOC(=O)COc1ccc(S(=O)(=O)NCCC2=CCCCC2)cc1
27	1	x	-0.68	4	1.1	-1	1	1	-2	CC1=Nc2cccc3cccc(c23)N1
28	18	1.1	-0.05	17	0.9	3	0.8	0.8	0	CCn1c(-c2ccc(F)cc2)n[nH]c1=S
29	41	1.3	-0.13	53*	2*	0	0.5	0.6	-5	CC(=O)N1CCC2(CC1)C(C#N)=C(N)Oc1n[nH]c(CSc3ccc(C)cc3)c12
30	88*	1.1	1.4	96*	1.7	-2	0	0.1	-8	O=C(Nc1ccc2c(c1)OCCO2)C1CCCN1S(=O)(=O)c1ccc(Cl)cc1 (centres undefined)
31	95*	1	0.32	98*	1.5	0	0	0	0	COC(=O)c1ccc(C)c(NC(=O)Cc2coc3cc(OC)ccc23)c1
32	4	1.1	1.6	38	1.2	-3	0.6	1	5	CC1(C)Cc2c(c(N3CCCCC3)[nH]c(=S)c2C#N)CS1
33	27	x	1.6	20	1	-3	0.8	0.7	-11	Cc1ccc(C(=O)OCC(=O)Nc2cc(F)ccc2F)cc1NC(=O)c1ccco1
34	-4	1	-0.33	8	1.3	16	0.9	1	-55	Cc1cc(-c2ccc(F)cc2)nc2cc(C(N)=O)nn12
35	50	0.9	-0.84	-1	1.3	-5	1	0.5	6	CCCOc1ccc2c3c(c(=O)oc2c1OCCC)CCC3
36	30	x	0.02	-20	1.1	-2	1.2	0.7	1	COc1ccc(C(=S)Nc2ccc(N(C)C)cc2)cc1

Reprinted from the part before: 2 entries, then new ones.
cpd	CYP2C19 inhib	MT1-MMP txn act	Pyk2 oligo antag	CYP2C9 inhib	PLAP act	CD11b adhes enh	CYP2C9 activ	CYP2C19 act	Mac1 fbg inh	compound
35	50	0.9	-0.84	-1	1.3	-5	1	0.5	6	CCCOc1ccc2c3c(c(=O)oc2c1OCCC)CCC3
36	30	x	0.02	-20	1.1	-2	1.2	0.7	1	COc1ccc(C(=S)Nc2ccc(N(C)C)cc2)cc1
37	5	1.1	-0.04	2	1.2	x	1	0.9	x	CCOC(=O)C1(C)NC(c2ccc(OC)c(OC)c2)C2C(=O)N(CC)C(=O)C21 (centres undefined)
38	44	1.1	0.16	77*	1.3	0	0.2	0.6	12	Cc1ccc(-c2nnn(CC(=O)N(CC(=O)NC3CCCC3)c3cnc4ccccc4c3)n2)o1
39	20	1.1	0.1	32	0.9	0	0.7	0.8	-10	COc1cc(NC(=O)Cc2ccccc2)ccc1NC(=O)c1ccco1
40	-4	1.2	0.28	4	1.1	1	1	1	-5	CCOCC(=O)Nc1cc(-c2cn3cccnc3n2)ccc1C
41	16	1.1	0.78	57*	0.9	-3	0.4	0.8	-12	CCOc1ccc(NC(=O)CCn2c(=O)[nH]c3ccsc3c2=O)cc1
42	15	1.1	1.3	-3	1	x	1	0.8	x	Cc1occc1-c1nnc(SCC(=O)c2ccccc2)n1CC1CCCO1 (centres undefined)
43	42	1.3	0.51	53*	1.5	5	0.5	0.6	-6	CCN1CCc2c(sc3c2c(NCc2ccco2)nc2nnnn23)C1
44	24	1	0.01	14	1.2	-1	0.9	0.8	-26	CCCCOCCCNC(=O)N[C@@H](CCSC)C(=O)OC
45	34	1.2	-0.22	14	1.3	2	0.9	0.7	22	CCC(C)OC(=O)C1=C(C)NC(=O)CC1c1ccccc1OC (centres undefined)
46	65*	1.1	0.67	63*	1.6	-3	0.4	0.4	-11	COc1ccc(-n2c(C)cc(C(=O)Cn3c(NCCO)nc4ccccc43)c2C)cc1
47	68*	1.7	-1.4	28	0.8	0	0.7	0.3	-28	CCCn1c(NCc2cc(OC)ccc2OC)nc2ccccc21
48	-6	1.2	-2.1	4	1.1	0	1	1.1	0	Cc1sc(NC(=O)c2cccs2)nc1-c1ccccc1
49	33	1	1.3	23	1.1	-2	0.8	0.7	-15	Cn1c(Cn2cnc3ccccc32)nnc1SCc1ccccc1
50	53*	x	1.4	66*	1.4	x	0.3	0.5	x	COc1ccc(CNc2nc3ccccc3n2Cc2ccccc2)cc1OC
51	16	1.2	0.03	-8	1.1	-3	1.1	0.8	-10	COC(=O)COc1ccc(S(=O)(=O)N2CCOCC2)cc1
52	11	x	-0.17	-9	1.4	x	1.1	0.9	x	O=C(Nc1ccccc1C(=O)N/N=C/c1ccco1)c1ccccc1Cl
53	96*	1.1	x	57*	1.1	-2	0.4	0	-8	Cc1ccc(C2CC(c3cccc(C)c3)n3ncnc3N2)cc1 (centres undefined)
54	50	1.3	-0.01	32	0.9	-1	0.7	0.5	4	CCCC(C)C(=O)Nc1ccc2c(c1)OCCO2 (centres undefined)
55	43	1.2	1.3	14	1.2	3	0.9	0.6	-20	CCOc1ccc(OCC)c(S(=O)(=O)NCc2ccccn2)c1
56	35	x	-1.1	42	1.5	x	0.6	0.7	x	CCN1C(=O)C(Cc2nc3ccccc3c(=O)n2-c2ccccc2)c2ccccc21 (centres undefined)
57	62*	x	3.1	68*	1.3	x	0.3	0.4	x	C=CCn1c(C)cc(C(=O)CSc2nc3ccccc3[nH]2)c1C
58	6	1.2	0.77	12	0.9	0	0.9	0.9	1	COc1cc2cc(CN(CCO)S(=O)(=O)c3ccccc3)c(=O)[nH]c2cc1OC

A portion from further up, for reference:
cpd	CYP2C19 inhib	MT1-MMP txn act	Pyk2 oligo antag	CYP2C9 inhib	PLAP act	CD11b adhes enh	CYP2C9 activ	CYP2C19 act	Mac1 fbg inh	compound
49	33	1	1.3	23	1.1	-2	0.8	0.7	-15	Cn1c(Cn2cnc3ccccc32)nnc1SCc1ccccc1
50	53*	x	1.4	66*	1.4	x	0.3	0.5	x	COc1ccc(CNc2nc3ccccc3n2Cc2ccccc2)cc1OC
51	16	1.2	0.03	-8	1.1	-3	1.1	0.8	-10	COC(=O)COc1ccc(S(=O)(=O)N2CCOCC2)cc1
52	11	x	-0.17	-9	1.4	x	1.1	0.9	x	O=C(Nc1ccccc1C(=O)N/N=C/c1ccco1)c1ccccc1Cl
53	96*	1.1	x	57*	1.1	-2	0.4	0	-8	Cc1ccc(C2CC(c3cccc(C)c3)n3ncnc3N2)cc1 (centres undefined)
54	50	1.3	-0.01	32	0.9	-1	0.7	0.5	4	CCCC(C)C(=O)Nc1ccc2c(c1)OCCO2 (centres undefined)
55	43	1.2	1.3	14	1.2	3	0.9	0.6	-20	CCOc1ccc(OCC)c(S(=O)(=O)NCc2ccccn2)c1
